Screening results (PubChem)
EP2 mod – EP2 receptor (human) modulation. P43116. EP2-expressing cells, cAMP HTRF FRET, PGE2 co-stimulation. induction, % at 25 µM. actives 0.83% (n = 260,000);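 active = compounds whose cAMP rise, as percent of the full-agonist control response, exceeds 60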;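 note: rat C6 glioma line stably carrying human EP2 under a CMV promoter; the protocol text gives 20 µM as final concentration; 100% = response of wells given 1 µM PGE2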
Target sequence (P43116 whole entry, looked up): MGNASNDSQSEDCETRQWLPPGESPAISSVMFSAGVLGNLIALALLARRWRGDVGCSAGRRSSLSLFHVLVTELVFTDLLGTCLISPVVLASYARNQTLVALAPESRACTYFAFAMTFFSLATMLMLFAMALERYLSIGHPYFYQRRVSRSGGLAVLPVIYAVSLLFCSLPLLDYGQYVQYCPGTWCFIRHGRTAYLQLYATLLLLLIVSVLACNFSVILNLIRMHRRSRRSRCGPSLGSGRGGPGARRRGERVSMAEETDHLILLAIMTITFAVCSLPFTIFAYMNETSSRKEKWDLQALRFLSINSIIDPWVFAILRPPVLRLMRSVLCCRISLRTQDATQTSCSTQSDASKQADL
EP2 antag – inhibitors of human EP2 prostaglandin E2 receptor | P43116 | C6 glioma cells expressing human EP2, cAMP TR-FRET; cells stimulated with saturating PGE2 | inhibition, % at 25 µM | actives 0.52% (n = 260,000);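 active = percent inhibition above 40 after rounding to a whole number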;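 note: rat C6 glioma host cells with rolipram phosphodiesterase inhibitor present; the protocol text gives 20 µM as final concentration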
Active calls of the source: *. A portion of the library; count on the stated rates, not on these rows.

| molecule | EP2 mod | EP2 antag |
| --- | --- | --- |
| CC(C)(C)C(=O)N(CCc1ccccc1)Cc1nc2ccccc2c(=O)[nH]1 | 30 | 1 |
| CC1(C)C(=O)NCCN1C(=O)CN1C(=O)N2CCN=C2c2ccccc21 | -17 | 3 |
| O=C(CCN1C(=O)/C(=C/c2cccs2)SC1=S)NC1CCCC1 | -28 | 11 |
| NNC(=O)CCSc1ccccc1 | 16 | 9 |
| C=CCN1CCN(C(c2ccccc2F)c2nnnn2C2CCCC2)CC1 (centres undefined) | 0 | 8 |
| Cn1c(SCc2ccc(C(C)(C)C)cc2)nnc1-c1cccnc1 | 2 | 6 |
| COc1c(O)ccc2c1CN1CCc3cc4c(cc3[C@@H]1C2)OCO4 | 17 | 11 |
| CCOc1ccc(NC(=O)C2CCN(c3cnccn3)CC2)cc1 | -34 | 10 |
| COCCn1c(SCC(=O)NNC(=O)c2ccco2)nnc1-c1ccco1 | -21 | 6 |
| COc1ccc2[nH]c(=O)c(C(c3nnnn3CC3CCCO3)N3CCCc4ccccc43)cc2c1 (centres undefined) | 17 | 6 |
| COC(=O)c1c(NC(=O)c2nc3ncccn3n2)sc2c1CCC2 | -10 | 12 |
| COc1ccc(NC(=O)C2CCCN(c3nc(C)cc(C)n3)C2)cc1OC (centres undefined) | 8 | 9 |

Additional structures.
| molecule | EP2 mod | EP2 antag |
| --- | --- | --- |
| Cc1cc(C)c(OCC(=O)N2N=C(c3ccncc3)CC2(O)C(F)(F)F)c(C)c1 (centres undefined) | -5 | 12 |
| CC1CCc2c(sc3nc(SCC(=O)N4CCOCC4)[nH]c(=O)c23)C1 (centres undefined) | 7 | 13 |
| CN1C(=O)SC(CC(=O)N2C3CCC2CC(c2ccc(F)cc2)C3)C1=O (centres undefined) | -91 | 7 |
| COc1ccc(CC(=O)Nc2sc(C(=O)Nc3ccccc3OC)c(C)c2C#N)cc1 | 50 | 14 |
| COc1c(Cl)cc(C(=O)Nc2ccc(NC(=O)c3cccs3)cc2)cc1Cl | -48 | 8 |
| O=C(CSc1n[nH]c(-c2ccncc2)n1)Nc1ccc(F)cc1 | -21 | 12 |
| Cn1nc(CC(=O)NC2(c3ccc4c(c3)OCO4)CCCC2)c2ccccc2c1=O | 5 | 2 |
| Cc1ccc(C2(O)CCN(CC(O)c3ccc4c(c3)OCCO4)CC2)cc1 (centres undefined) | -9 | 1 |
| O=C(O)[C@H](Cc1ccc(O)c([N+](=O)[O-])c1)N1C(=O)c2ccccc2C1=O | 10 | 51* |
| CC1(C)CC(=O)C2=C(C1)Nc1ncnn1C2c1cccc(Cl)c1Cl (centres undefined) | -19 | 11 |
| Cc1ccc(S(=O)(=O)N(Cc2ccc3c(c2)OCO3)Cc2cc3c(C)cc(C)cc3[nH]c2=O)cc1 | -9 | 5 |
| O=C1C2=C(Nc3ncnn3C2c2ccc(Cl)cc2)c2ccccc21 (centres undefined) | 28 | 8 |

(listing goes on)
| molecule | EP2 mod | EP2 antag |
| --- | --- | --- |
| COC(=O)CSc1nnc(-c2cc3c(C)nn(-c4ccccc4)c3s2)n1C | -4 | 6 |
| Cc1ccc(NC(=O)CSc2nnc(Cn3cnc4ccccc43)n2C)cc1Cl | -17 | 13 |
| O=C(CNC1CCCC1)Nc1ccc(S(=O)(=O)N2CCCCC2)cc1 | -71 | 17 |
| COCCn1nnnc1C(c1ccc(O)c(OC)c1)N1CCN(c2nc3ccccc3s2)CC1 (centres undefined) | 0 | 8 |
| CCCOC(=O)C1C2C=CC3(CN(Cc4ccccc4)C(=O)C13)O2 (centres undefined) | -4 | 7 |
| CCOC(=O)c1sc(NC(=O)c2ccc([N+](=O)[O-])o2)c(C#N)c1C | -68 | 7 |
| CCCC(=O)Nc1cccc(NC(=O)c2ccc([N+](=O)[O-])o2)c1 | -100 | 42* |
| O=C(Nc1ccc(-c2nc3ccccc3s2)cc1)c1ccncc1 | -22 | 8 |
| Cc1cc(C)c2[nH]c(=O)c(CN(CCCN(C)C)C(=O)Nc3cccc(Cl)c3)cc2c1 | -70 | 13 |
| C[C@]12CCC(=O)C=C1C=CC1C2CC[C@@]2(C)C1CC[C@@]21CCC(=O)O1 (some centres undefined) | -5 | 8 |
| CCc1cc2cc(C)c(C)cc2nc1SCC(=O)Nc1c[nH]c(=O)[nH]c1=O | 19 | 6 |
| C=CCSc1nc2c(c(=O)[nH]c(=O)n2C)n1CC(O)COc1ccccc1 (centres undefined) | 6 | 12 |

(listing goes on)
| molecule | EP2 mod | EP2 antag |
| --- | --- | --- |
| COCCCNC(=O)CN1C(=O)c2ccccc2S1(=O)=O | -15 | 6 |
| Cc1ccc2cc(C)c3nn(CCNC(=O)c4cccnc4)c(=O)n3c2c1 | -9 | 2 |
| CC1CCCC(N2CCN(Cc3ccco3)CC2)C1 (centres undefined) | -43 | 3 |
| NCCN1C(=O)c2ccccc2[C@@]1(O)c1ccc(Cl)cc1 | 0 | 13 |
| O=C(CN1CCCCC1)Nc1ccc(Cl)c(Cl)c1 | -54 | 25 |
| CCOc1ccc(NC(=O)CSc2nc3cc(OC)c(OC)cc3cc2C#N)cc1 | 26 | 30 |
| COCCNC(=S)N(CCN(C)C)Cc1cc2cc(C)cc(C)c2[nH]c1=O | -1 | 19 |
| O=C1OCCC/C1=C/C=C/c1ccccc1 | -30 | 8 |
| Clc1ccc(Cl)c(Nc2ccnc(SCc3ccccc3)n2)c1 | 62* | 36 |
| CC(=O)c1cccc(NC(=O)CSc2nc(-c3ccco3)cc(C(F)(F)F)n2)c1 | -75 | 9 |
| Cc1cc(C)c2nc3c(c(N)c2c1)CCCC3 (tested in a mixture with another compound) | -73 | 16 |
| COc1ccc(Cc2nnc(NC(=O)c3sc4ccccc4c3Cl)s2)cc1OC | -40 | 11 |

Further results follow:
| molecule | EP2 mod | EP2 antag |
| --- | --- | --- |
| NC(N)=N/N=C/c1ccc(O)c(C(=O)O)c1 | -3 | 11 |
| COc1ccc(C)cc1N(CC(=O)N1CCC(C(N)=O)CC1)S(C)(=O)=O | -9 | 11 |
| COc1ccc(CCNC(=O)Cn2nc(-c3ccc(C)o3)cc(N)c2=O)cc1OC | -39 | 2 |
| COc1ccc(C(=O)CSc2nnc(-c3ccoc3C)n2Cc2ccco2)cc1 | 12 | 10 |
| COc1ccc(NC(=S)N(Cc2cc3cc(C)ccc3[nH]c2=O)CC2CCCO2)cc1 (centres undefined) | -33 | 4 |
| CCCn1c(SCC(=O)Nc2ccc(CC)cc2)nnc1-c1ccco1 | -5 | 9 |
| COc1cc2cc(C)c(SCC(=O)OC(C)C)nc2cc1OC | 41 | 5 |
| CCn1c(CNC(=O)c2ccc(Cl)c(Cl)c2)n[nH]c1=S | -13 | 8 |
| CN(C)c1ccc(C(C(=O)NC2CCCC2)N(C(=O)c2ccco2)c2ccc3c(c2)OCCO3)cc1 (centres undefined) | -1 | 9 |
| CCC(=O)Oc1ccc2c(c1)nc(C)n2CC | -27 | 12 |
| COc1cccc(OC)c1C(=O)N1CCC(c2nc3c(nnn3Cc3ccc(F)cc3)c(=O)[nH]2)CC1 | -17 | 14 |
| O=C(NC1(c2ccc(F)cc2)CCCC1)c1cncnc1 | 2 | 7 |

Remaining list, next part
| molecule | EP2 mod | EP2 antag |
| --- | --- | --- |
| COc1ccc(-n2c(SCC(=O)Nc3ccccc3OC)nnc2-c2ccncc2)cc1 | -4 | 18 |
| Cc1cccc2cc(C(c3nnnn3CC3CCCO3)N3CCCCCC3)c(=O)[nH]c12 (centres undefined) | 57 | 14 |
| COc1ccc(NC(=O)C2CC(=O)N(c3ccccc3F)C2)cc1 (centres undefined) | -9 | 9 |
| CCOc1cccc(NC(=O)c2cnccn2)c1 | -44 | 15 |
| CCOc1ccccc1CN1CCC(C(=O)N(CC)CC)CC1 | -36 | 10 |
| COc1ccc(N2CCN(C(=O)CN(c3cc(C)cc(C)c3)S(C)(=O)=O)CC2)cc1 | -4 | 11 |
| Cc1nonc1CC(=O)NC1(c2ccc3c(c2)OCO3)CCCC1 | -38 | 9 |
| O=C(Cc1ccc(-n2cnnn2)cc1)N1CCCC1c1nc2ccccc2[nH]1 (centres undefined) | -34 | 3 |
| N#Cc1nc2c(-c3nc4ccccc4s3)c(N)n(Cc3ccco3)c2nc1C#N | -15 | 9 |
| COc1ccc2cc(CN(Cc3nnnn3CC3CCCO3)C3CCCC3)c(=O)[nH]c2c1 (centres undefined) | -4 | 11 |
| COC(=O)CN1C(=O)C(O)=C(C(C)=O)C1c1ccc(O)cc1 (centres undefined) | -30 | 12 |
| Cc1cn(-c2ccccc2)c(C)c1/C=C1\SC(=S)NC1=O | -77 | 17 |

More structures
| molecule | EP2 mod | EP2 antag |
| --- | --- | --- |
| O=C(c1ccc(F)cc1F)N1CCc2ccccc2C1 | 2 | 11 |
| COc1ccc(NC(=O)CSc2nc(-c3ccccc3)nc3c(C)cccc23)c(OC)c1 | 24 | 23 |
| CCN(CC)C(=O)c1sc(NC(=O)c2cccc(OC)c2)c(C(=O)OC)c1C | 9 | 14 |
| COc1ccc(C2(NC(=O)C3OCOc4ccccc43)CCCC2)cc1 (centres undefined) | -77 | 2 |
| Cc1cc2c(cc1C)[n+](C)cn2CC(O)COc1ccc(F)cc1 (centres undefined) | 2 | 10 |
| Cc1occc1-c1nn(CC(=O)N2CCc3ccccc32)c(=O)o1 | -20 | 11 |
| Nc1nc(CC(=O)NNC(=O)/C=C/c2ccccc2)cs1 | -23 | 9 |
| COC(=O)c1ccc(C)c(NC(=O)CN2C(=O)c3cccc4cccc2c34)c1 | -12 | 9 |
| O=C(NCCN1CCC(O)(c2cccc(F)c2)CC1)c1cccs1 | -3 | 6 |
| CC(=O)O[C@@H]1CC2C(C)(C)[C@H](O)CC[C@]2(C)C2CC[C@@]3(C)[C@H](c4ccoc4)OC(=O)C4OC43[C@@]21C (some centres undefined) | 21 | 11 |
| S=c1sc2c(s1)SC1C(CC3C4C=CC(C4)C31)S2 (centres undefined) | 38 | 12 |
| CCC(CO)NC(=O)C(=O)NCc1ccc2c(c1)OCO2 (centres undefined) | 10 | 7 |

Going on with the list:
| molecule | EP2 mod | EP2 antag |
| --- | --- | --- |
| COc1cccc(N(CC(=O)NC2CCCC2)C(=O)CCC(=O)Nc2cc(C)on2)c1 | 15 | 13 |
| COc1cc(NC(=O)c2cc(-c3ccccc3Cl)on2)c(OC)cc1Cl | -9 | 2 |
| CCc1ccc2[nH]c(=O)c(CN(CCN(C)C)C(=O)Nc3ccc(Cl)cc3)cc2c1 | -64 | 16 |
| Cc1ccc(OCC(=O)Nc2ccccc2N2CCCC2)cc1 | 44 | 28 |
| CC(=O)c1sc2nc3cc(C)ccc3cc2c1N | -33 | 13 |
| CCC(=O)c1cn(CC(=O)NC(C)(C)C)c2ccccc12 | -17 | 3 |
| CCC(c1nnnn1C(C)(C)C)N(Cc1ccc(F)cc1)Cc1cc2c(C)cc(C)cc2[nH]c1=O (centres undefined) | 27 | 11 |
| Cc1ccc(-c2noc(=O)n2CC(=O)N(C)C)cc1 | 3 | 0 |
| CNC[C@@H](SC)c1ccc(O)c(O)c1 | 40 | 8 |
| COc1ccc(NC(=O)CSc2nnc(C)n2CC2CCCO2)cc1 (centres undefined) | 16 | 9 |
| CCC(Oc1ccccc1F)C(=O)N1CC(CN2CCOCC2)c2ccccc21 (centres undefined) | -24 | 3 |
| COc1cccc(CC(=O)N[C@@H](C)Cn2nnc3ccccc32)c1 | 3 | 8 |

Carrying on.
| molecule | EP2 mod | EP2 antag |
| --- | --- | --- |
| O=C(O)C1CC=CCC1C(=O)NCc1cccnc1 (centres undefined) | 40 | 15 |
| C=C(C)CN(CC#N)CC(=C)C | 10 | 13 |
| COCCSc1nnc(NC(C)=O)s1 | -3 | 5 |
| Cc1cc(C(F)F)n2nc(C(=O)Nc3ccc(Cl)cc3F)nc2n1 | 9 | 25 |
| Fc1ccc(-c2n[nH]c3c2CNCC3)cc1 | -26 | 6 |
| O=C(CCSc1nc(-c2ccc3c(c2)OCO3)cc(C(F)(F)F)n1)NCc1cccnc1 | -57 | 12 |
| COc1cc(C2C3=C(CCCC3=O)N(C)C3=C2C(=O)CCC3)cc(Cl)c1OC | 1 | 10 |
| O=C(Nc1nccs1)c1cc2cc(Br)cc(Br)c2oc1=O | -57 | 15 |
| CC1CC(C)CN(C(=O)Cn2nc3c4ccccc4nc(C4CC4)n3c2=O)C1 (centres undefined) | -29 | 4 |
| O=C(Nc1nc2ccc(C(=O)N3CCOCC3)cc2s1)c1ccco1 | 12 | 7 |
| COc1ccc2oc(=N)c(C(=O)Nc3cc(Cl)ccc3Cl)cc2c1 | -17 | 12 |
| COc1cc(C2C3CN(C)CC=C3C(C#N)=C(N)C2(C#N)C#N)ccc1OCC(N)=O (centres undefined) | 8 | 7 |

Carrying on:
| molecule | EP2 mod | EP2 antag |
| --- | --- | --- |
| CC(=O)Nc1ccc(Nc2ncnc3c2nnn3Cc2ccccc2Cl)cc1 | -13 | 5 |
| CCn1cc(C(c2c(C)[nH][nH]c2=O)c2c(C)[nH][nH]c2=O)c2ccccc21 | -7 | 9 |
| O=C(O)[C@@H](O)c1ccc(F)cc1 | 22 | 16 |
| CN[C@@H]1NC(=O)c2ccccc2N1Cc1ccc(F)cc1 | 1 | 13 |
| COc1ccc(OCc2nc(-c3ccccc3C)no2)cc1 | -66 | 6 |
| CCOc1ccccc1CNc1nc2ccccc2n1CCN1CCOCC1 | -7 | 8 |
